EPAC2 antagonist: qHTS for Antagonist of cAMP-regulated guanine nucleotide exchange factor 2 (EPAC2): primary screen | EPAC2 GEF exchange of Rap1B-BODIPY-GDP, fluorescence | Potency, µM (titrated, usually from 114 µM), inactives show at the highest dose activity, negative = inhibition, most hits filed as inhibitors | actives 0.18% (n = 360,000) | AID 720708, 2013; also: potency is read from the fitted curve at half-maximal effect; % is scaled to controls: 0 for no effect and ±100 for the full control effect; nearly all actives have a fitted effect of over 45% in size; many of its hits are not listed in these tables
D3 antag: qHTS of D3 Dopamine Receptor Antagonist: qHTS; D3R cells, DiscoveRx beta-arrestin luminescence, antagonist mode; stronger effect = lower value; AID 652054, 2013; max response, negative = inhibition, %; actives 2.5% (n = 360,000); D(3) dopamine receptor (Homo sapiens), P35462; in the data active = max response below about -50%; inconclusive = no clear call, values can overlap the other calls; also: % is scaled to controls: 0 for no effect and ±100 for the full control effect; mostly tested at two doses, the higher about 12 µM
Target sequence (P35462 whole entry, looked up): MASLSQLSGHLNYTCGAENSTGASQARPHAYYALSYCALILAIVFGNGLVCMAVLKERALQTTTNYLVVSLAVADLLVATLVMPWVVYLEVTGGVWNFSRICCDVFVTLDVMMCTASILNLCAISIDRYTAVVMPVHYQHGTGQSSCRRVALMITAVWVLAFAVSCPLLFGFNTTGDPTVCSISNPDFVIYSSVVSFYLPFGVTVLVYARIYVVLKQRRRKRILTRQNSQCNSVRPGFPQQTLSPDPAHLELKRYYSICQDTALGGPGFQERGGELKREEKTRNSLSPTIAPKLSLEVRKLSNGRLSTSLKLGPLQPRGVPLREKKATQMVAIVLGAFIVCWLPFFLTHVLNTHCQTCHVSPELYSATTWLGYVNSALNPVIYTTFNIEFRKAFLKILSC
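Cells plated overnight at 1500 cells/well, then exposed to library compounds with dopamine controls for 90 minutes at 37 degrees C. DiscoveRx reagent added for 30–60 minutes at room temperature; luminescence read, quantitative HTS format.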
CCT chaperon mod: High-Throughput Screening for Modulators of Cytosolic Chaperonin Activity; actives 0.3% (n = 360,000); purified chaperonin ATPase assay, HTRF ADP detection, 30 min; activity change, % (test concentration not listed), hits read low; in the data active = activity change below about -30%; also: % is scaled to controls: 0 for no effect and ±100 for the full control effect
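Enzyme 40 or 20 nM (batch-dependent) in Tris pH 7.4/KCl/MgCl2/DTT; cpd 76 uM single point; ATP 10 uM; 30 min 37 °C; Transcreener ADP HTRF detection, 30 min RT; ratio 665/615.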
MmCpn inh: Inhibitors of TCP-1 ring complex (TRiC) of Methanococcus maripaludis (MmCpn): qHTS; Chaperonin Mm-Cpn (Methanococcus maripaludis); purified Mm-Cpn ATPase, ADP Transcreener TR-FRET; Potency, µM (doses to about 76.9 µM), inactives show at the highest dose activity, negative = inhibition, hits mostly inhibitors; actives 0.031% (n = 330,000); AID 504842, 2011; also: potency is read from the fitted curve at half-maximal effect; % is scaled to controls: 0 for no effect and ±100 for the full control effect; nearly all actives have a fitted effect of over 80% in size
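ATPase read-out: TR-FRET ADP immunoassay (anti-ADP Eu cryptate vs ADP-d2), ex 320 nm, em 590/665 nm; signal drops as ADP forms. Enzyme 25 nM, ATP 10 uM, 30 min at 37°C after 10 min compound preincubation.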
EPAC2 agonist: qHTS for Agonist of cAMP-regulated guanine nucleotide exchange factor 4 (EPAC2): primary screen; EPAC2 activation, biochemical qHTS; response scale: 100% = 6.5 mM cAMP response; Potency, µM (series often up to 154 µM), inactives show at the top dose activation, usual class: activators; actives 0.079% (n = 360,000); AID 720711, 2013; also: potency is read from the fitted curve at half-maximal effect; nearly all actives have a fitted effect of over 50% in size
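Setup: EPAC2 100 nM, labeled Rap1B complex 250 nM, free GDP 50 uM. Compound titrations pinned in, brief spin, 5 min room temperature incubation. Kinetic fluorescence read over 30 min, normalized to 6.5 mM cAMP.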
pAkt inh: HTS Assay for Inhibitors of Akt Phophorylation: Primary Screen. Neuro2A IGF-stimulated pAkt S473 HTRF, 20 min; stronger effect = lower value. activity change, % for hits at 50 µM. actives 0.32% (n = 360,000); in the data active = activity change below about -80%; inconclusive = mostly about -51% to -80%; also: % is scaled to controls: 0 for no effect and ±100 for the full control effect
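Neuro2A cells in DMEM with 0.5% FBS, overnight at 37 deg C, given compound at single 50 µM final, then IGF (6 nM final) for 20 min at 37 deg C. Lysed; phospho-Akt Ser473 by HTRF after 24 h, 665/615 ratio.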
DRD3 agonist: qHTS of D3 Dopamine Receptor Agonist: qHTS. D(3) dopamine receptor (Homo sapiens), P35462. D3R DiscoveRx beta-arrestin cells, luminescence, 90 min. max activation, %. actives 0.58% (n = 410,000). AID 652048, 2013; in the data active = max activation above about 30%; also: 0% is about no effect; mostly tested at two doses, the higher about 12 µM
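Agonist mode: compounds and dopamine controls were applied to plated cells for 90 min at 37 degrees C after an overnight attachment at 1500 cells/well. Luminescent read-out followed 30 - 60 minutes at room temperature with DiscoveRx detection reagent.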
PTHR1 ag: qHTS for PTHR1 Agonists: Primary Screen; HEK293 GP2 PTHR1 cells, GloSensor cAMP luminescence, 1 h; Potency, µM (series often up to 115 µM), without a hit: at the highest dose activation, most hits filed as activators; actives 0.075% (n = 410,000); AID 743266, 2014; also: potency is read from the fitted curve at half-maximal effect; nearly all actives have a fitted effect of over 55% in size; some results filed as inactive show a strong effect at the top dose; inactives centre near -15; many of its hits are not listed in these tables
Target sequence (Q03431 whole entry, looked up): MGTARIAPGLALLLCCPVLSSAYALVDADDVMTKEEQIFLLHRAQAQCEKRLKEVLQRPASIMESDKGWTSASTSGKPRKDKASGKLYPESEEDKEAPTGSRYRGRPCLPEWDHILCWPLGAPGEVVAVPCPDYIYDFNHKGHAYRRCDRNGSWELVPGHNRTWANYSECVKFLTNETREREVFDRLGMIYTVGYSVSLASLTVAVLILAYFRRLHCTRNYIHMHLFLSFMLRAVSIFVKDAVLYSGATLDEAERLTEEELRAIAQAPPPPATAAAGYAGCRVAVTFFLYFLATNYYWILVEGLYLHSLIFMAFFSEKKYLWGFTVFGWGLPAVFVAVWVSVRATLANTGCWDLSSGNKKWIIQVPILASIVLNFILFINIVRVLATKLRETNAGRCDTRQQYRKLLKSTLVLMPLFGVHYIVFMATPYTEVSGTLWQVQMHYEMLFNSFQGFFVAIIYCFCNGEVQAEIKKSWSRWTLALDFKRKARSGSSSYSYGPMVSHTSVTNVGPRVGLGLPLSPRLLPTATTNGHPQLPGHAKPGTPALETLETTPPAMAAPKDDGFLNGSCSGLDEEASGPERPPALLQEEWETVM
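HEK-293-derived GP2 cells expressing PTHR1 and a GloSensor cAMP reporter, 3,000/well, plated overnight, given luciferin plus IBMX (each 0.5 mM as added) for 1 h at 37 °C, then compound for 1 h at 37 °C. Luminescence was read after 15 min at room temperature.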
* marks the source's active call; other numbers are inactive results; i = inactive; ? = inconclusive; · = not tested or not shown; [ ] = remark or other dose. Unless noted, calls follow the shape of the dose curve; as a rule, active = well fitted curve in the direction sought with a large enough effect; inconclusive = small, poorly fitted or top-dose-only effect, or another doubt; inactive = no such curve, though single readings can be large; an effect the other way counts as inactive or inconclusive. An excerpt; the hit share may differ from the screen's.

cpd	Structure	EPAC2 antagonist	D3 antag	CCT chaperon mod	MmCpn inh
1	CCOC(=O)c1c(/N=C/c2cccc(C)c2O)sc2c1CCN(C)C2	-10%	0	-0.2	0%
2	Cc1cc2c(=O)[nH]cnc2s1	-2%	5	-1.2	1%
3	CCOC(=O)Cn1c(=O)oc2ccc(C)cc21	14%	5	-2.8	0%
4	COc1ccc(/C=C/C(=O)NC2CCS(=O)(=O)C2)cc1 (stereo not given)	-3%	38	-0.6	1%
5	O=C(c1ccccc1)c1cc([N+](=O)[O-])ccc1N1CCOCC1	0%	?	-2.0	0%
6	O=C(Nc1cccc(CNCCc2c[nH]c3ccccc23)c1)c1ccccc1Cl	2%	-96*	0.6	2%
7	CC(C)COc1cccc(C(=O)NNC(=O)C2COc3ccccc3O2)c1 (stereo not given)	-2%	2	1.0	-2%
8	COCCNC(=O)C(c1cccs1)N(C(=O)Cn1nnc2ccccc21)c1ccc2c(c1)OCO2 (stereo not given)	6%	-8	-1.0	-1%
9	Cc1ccc(S(=O)(=O)N(C)CC(=O)N2CCOCC2)cc1	9%	6	-1.9	0%
10	CN(CC(=O)Nc1ccccc1Cl)C(=O)COC(=O)c1ccc([N+](=O)[O-])s1	-4%	-10	0.2	-3%
11	CCN(CC)CCOCCOc1ccccc1F	3%	-12	-2.3	0%
12	Cc1cccc(Nc2nc(-c3ccccc3)cs2)n1	-2%	1	0.9	2%
13	O=C(CSc1nnc2ccc(-c3cccnc3)nn12)Nc1cccc(F)c1	12%	-19	0.3	4%
14	CCOc1ccccc1C(=O)NC(C(=O)NCc1ccc(F)cc1)C(C)C (stereo not given)	-7%	16	-0.5	2%
15	Cn1c(=O)cc(SCC(=O)NCCCN2CCOCC2)c2ccc(Cl)cc21	1%	6	-12	-2%

cpd	EPAC2 agonist	pAkt inh	DRD3 agonist	PTHR1 ag
1	3%	i	-8	i
2	6%	i	-2	-7%[57.5 µM]
3	8%	i	0	i
4	-2%	i	1	-8%
5	14%	i	2	i
6	11%	i	-13	-33%[inhibitor]
7	11%	i	-7	-21%
8	-1%	i	0	i
9	1%	i	0	i
10	9%	i	1	17%
11	5%	i	-13	i
12	6%	i	-2	-31%[inhibitor]
13	2%	i	0	-5%
14	3%	i	5	-16%
15	7%	i	-6	i

Some of the entries so far, bar-delimited:
nr | SMILES | EPAC2 antagonist | D3 antag | CCT chaperon mod | MmCpn inh | EPAC2 agonist | pAkt inh | DRD3 agonist | PTHR1 ag
6 | O=C(Nc1cccc(CNCCc2c[nH]c3ccccc23)c1)c1ccccc1Cl | 2% | -96* | 0.6 | 2% | 11% | i | -13 | -33%[inhibitor]
7 | CC(C)COc1cccc(C(=O)NNC(=O)C2COc3ccccc3O2)c1 (stereo not given) | -2% | 2 | 1.0 | -2% | 11% | i | -7 | -21%
8 | COCCNC(=O)C(c1cccs1)N(C(=O)Cn1nnc2ccccc21)c1ccc2c(c1)OCO2 (stereo not given) | 6% | -8 | -1.0 | -1% | -1% | i | 0 | i
9 | Cc1ccc(S(=O)(=O)N(C)CC(=O)N2CCOCC2)cc1 | 9% | 6 | -1.9 | 0% | 1% | i | 0 | i

Continuation.
cpd	Structure	EPAC2 antagonist	D3 antag	CCT chaperon mod	MmCpn inh
16	CCOc1cc(C(C#N)N2CCOCC2)ccc1OC (stereo not given)	-7%	18	-1.9	-1%
17	CCOC(=O)C1CCc2nc3ccccc3c(=O)n21 (stereo not given)	-8%	-9	-1.9	-4%
18	COc1ccc(N2CCN(C(=O)C3CCN(S(=O)(=O)c4ccc(F)cc4)CC3)CC2)cc1	-11%	-8	0.8	0%
19	Cc1nc(-c2ccc(NC(=O)/C=C\C(=O)O)cc2)cs1	4%	0	-0.3	1%
20	Cc1ccn(C(C)CC(=O)Nc2ccc(-c3ccno3)cc2)n1 (stereo not given)	5%	-7	-1.8	1%
21	CCNC(=O)c1sc2cc(C)ccc2c1Cl	-20%	-8	-0.7	-5%[15.4 µM]
22	Cn1c2ccccc2c2nnc(SCC(N)=O)nc21	5%	-12	-4.4	1%
23	NC(CSC1(c2ccc(Cl)cc2)c2ccccc2-c2ccccc21)C(=O)O (stereo not given)	-19%	-10	-0.9	·
24	CCS(=O)(=O)N1CCCC(C(=O)NCCCN2CCCC2=O)C1 (stereo not given)	5%	-2	1.1	-1%
25	O=C(NC1CCCCC1)c1ccc(CS(=O)(=O)Cc2ccccc2F)o1	-4%	-4	-5.5	1%
26	CC(=O)Nc1c(O)nc(SCC(=O)Nc2c(C)cccc2C)[nH]c1=O	13%	5	0.0	-3%
27	Cc1noc(C)c1C(=O)OC(C)C(=O)c1c[nH]c2ccccc12 (stereo not given)	-13%	5	-1.9	·
28	O=C(Oc1ccccc1/C=C\C(=O)c1cc2ccccc2o1)c1ccccc1	2%	-1	-1.8	-6%
29	Cc1cccnc1NC(=O)C(C)Oc1ccccc1 (stereo not given)	1%	2	-0.7	1%
30	O=[N+]([O-])c1ccc(COc2ccccc2CN2CCCCC2)cc1	-9%	-5	0.9	·

cpd	EPAC2 agonist	pAkt inh	DRD3 agonist	PTHR1 ag
16	1%	i	0	-17%
17	-4%	i	0	-16%[57.5 µM]
18	7%	i	6	-25%
19	0%	i	1	-6%
20	16%	i	-4	17%
21	15%	i	5	-1%
22	8%	i	-4	-7%
23	-3%	i	0	-24%
24	16%	i	1	-13%[57.5 µM]
25	5%	i	0	i
26	-2%	i	6	-16%
27	-2%	i	6	-13%
28	11%	i	-6	i
29	1%	i	1	-11%[57.5 µM]
30	7%	i	-38	-2%

(listing goes on)
cpd	Structure	EPAC2 antagonist	D3 antag	CCT chaperon mod	MmCpn inh
31	O=C(OCCCN=C1NS(=O)(=O)c2ccccc21)c1ccccc1F	12%	0	0.2	?
32	N#CCCSCc1ccc2oc(C(=O)O)cc2c1	4%	-24	-0.7	-1%
33	O=C(COc1ccccc1[N+](=O)[O-])Nc1cccnc1	3%	15	1.0	2%
34	Cc1nn(Cc2ccc([N+](=O)[O-])cc2)c(=O)n1-c1ccccc1Cl	-10%	-13	-0.7	1%
35	COc1ccc(OC)c(NC(=O)C2CCN(S(=O)(=O)c3cccs3)CC2)c1	-4%	8	-5.0	0%
36	COC(=O)C1=C(C)NC(=O)/C1=C\c1ccco1	-1%	?	-1.8	-1%
37	Cn1ccc(C(=O)OCC(=O)Nc2cccc3ccccc23)n1	-4%	0	-0.6	0%
38	O=C(O)C(Cc1c[nH]c2ccccc12)NS(=O)(=O)c1cccc2nsnc12 (stereo not given)	-10%	-22	-0.4	-1%
39	COc1ccc(-c2cc(C(=O)NCCCN3CCCC3=O)c3ccccc3n2)cc1OC	-5%	17	-0.5	-1%
40	COc1ccc(CCNC(=O)CSC2=NS(=O)(=O)c3cc(Cl)ccc3N2)cc1OC	7%	-9	1.0	-2%
41	COc1ccc(CC(=O)NCc2n[nH]c(=S)n2-c2ccc(F)cc2)cc1	1%	3	0.6	0%
42	CCn1c(=O)cc(SCC(=O)NCc2ccc3c(c2)OCO3)c2ccccc21	15%	-9	-0.1	2%
43	CCCCN(C)CCNC(=O)c1cc2c(-c3cccc(OC)c3)nn(C)c2s1	3%	-78*	1.4	-5%
44	O=C(NCCCNC(=O)c1cc(Cl)ccc1Cl)c1ccccn1	5%	0	0.1	1%
45	CC1=C(C)C(=O)C(N2CCOCC2)=CC1=O	2%	?	-2.6	-4%

cpd	EPAC2 agonist	pAkt inh	DRD3 agonist	PTHR1 ag
31	4%	i	-6	i
32	7%	i	-28	i
33	-3%	i	5	i
34	5%	i	-2	-13%
35	4%	i	-13	-11%
36	3%	i	-6	i
37	-3%	i	1	i
38	-10%	i	-4	i
39	10%	i	3	-7%
40	12%	i	-15	-56%[inhibitor]
41	6%	i	2	i
42	9%	i	-8	-7%
43	6%	i	-19	i
44	15%	i	-6	10%
45	9%	i	-8	-49%[inhibitor]

New compounds follow
cpd	Structure	EPAC2 antagonist	D3 antag	CCT chaperon mod	MmCpn inh
46	C=CCN(CC=C)C(=S)NC(=O)c1ccc(OC)c(Br)c1	-3%	-19	-2.8	0%
47	Cn1cnnc1SC1CCCCC1NS(=O)(=O)c1ccccc1 (stereo not given)	5%	-22	0.0	-1%
48	CC(C)c1[nH]nc2c1C(Cc1ccccc1)C(C#N)=C(N)O2 (stereo not given)	4%	0	0.3	-4%
49	CCC(C(=O)NC1CCCC1)n1c(-c2ccccn2)nc2ccccc21 (stereo not given)	-22%	12	·	·
50	CCCCCNC(=O)[C@@H]1CSC2c3ccccc3C(=O)N21 (stereo not given in full)	1%	-1	-3.9	1%
51	CCOC(=O)CNC(c1ccccc1)c1cc(Br)ccc1NC(=O)OCC (stereo not given)	-1%	-2	0.9	1%
52	Nc1ncn(CC(=O)c2ccccc2)n1	6%	4	1.1	0%

cpd	EPAC2 agonist	pAkt inh	DRD3 agonist	PTHR1 ag
46	10%	i	-3	14%[57.5 µM]
47	2%	i	-5	i
48	-2%	i	-1	-50%[inhibitor]
49	1%	i	-1	i
50	5%	i	2	i
51	1%	i	1	-11%[57.5 µM]
52	-1%	i	1	i
